# ABCB6 inh MLPCN = human ABCB6 transporter inhibition | hit rate 0.19% among 360,000 | K562-ABCB6 porphyrin accumulation, flow cytometry, 1 h; hits give low values | Q9NP58 | fluorescence ratio to DMSO, % at 10 µM;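 active = fluorescence ratio to DMSO below 75%, the collection mean minus 3 SD; inconclusive = too few cells collected in the well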;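 also: signal is porphyrin accumulated inside mitochondria; 100% equals median channel fluorescence of DMSO control wells; lower ratio means ABCB6 inhibition with less porphyrin fluorescence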
# N-glyco inh = N-linked glycosylation inhibition. D54 ERlucT glycosylation luciferase reporter, 24 h; percent of 100 nM tunicamycin response. reporter increase, % at 12.5 µM. hit rate 0.23% among 360,000. AID 588692;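 active = mean luciferase reporter signal, scaled so untreated is 0 and the glycosylation-blocking control 100, at or above a set limit in every replicate; inconclusive = mean reaches the limit but not every replicate does; inactive = mean below the limit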;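 also: luciferase carries N-glycosylation sites so blocking glycosylation raises the light; 0% = median of neutral control wells and 100% = median of 100 nM tunicamycin wells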
# H9c2 protect = modulators protecting cardiomyocytes from myocardial damage. H9c2 cardiomyocytes, H2O2 injury protection, ATPLite, 2 h. protection from H2O2 cell death, % at 20 µM. hit rate 0.63% among 360,000. AID 588492;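 active = compounds giving at least 50% protection of heart cells from peroxide-induced death in the single-dose screen, raw or plate-pattern-corrected value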;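 also: 0% = DMSO wells with peroxide and 100% = DMSO wells without peroxide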
# Granule exo inh = blocks lytic granule exocytosis | TALL-104 LAMP-1 surface exposure, flow cytometry; cells stimulated with thapsigargin and PMA | inhibition, % at 10 µM | hit rate 0.66% among 360,000;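 active = inhibition above about 55%, limit read from the data; inconclusive = no clear call, values can overlap the other calls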
# PDI inh = inhibitors of human protein disulfide isomerase; hit rate 0.052% among 350,000; PDI insulin aggregation turbidity, A650, 90 min; inhibition, % at 10 µM; AID 588391; P07237;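 active = mean inhibition across replicates of 30% or more, whatever share of single replicates reach that level; inconclusive = mean inhibition below 30% while every single replicate reaches 30%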;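 also: absorbance from insulin aggregation driven by PDI reduction with DTT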
# Target sequence (P07237 whole entry, looked up): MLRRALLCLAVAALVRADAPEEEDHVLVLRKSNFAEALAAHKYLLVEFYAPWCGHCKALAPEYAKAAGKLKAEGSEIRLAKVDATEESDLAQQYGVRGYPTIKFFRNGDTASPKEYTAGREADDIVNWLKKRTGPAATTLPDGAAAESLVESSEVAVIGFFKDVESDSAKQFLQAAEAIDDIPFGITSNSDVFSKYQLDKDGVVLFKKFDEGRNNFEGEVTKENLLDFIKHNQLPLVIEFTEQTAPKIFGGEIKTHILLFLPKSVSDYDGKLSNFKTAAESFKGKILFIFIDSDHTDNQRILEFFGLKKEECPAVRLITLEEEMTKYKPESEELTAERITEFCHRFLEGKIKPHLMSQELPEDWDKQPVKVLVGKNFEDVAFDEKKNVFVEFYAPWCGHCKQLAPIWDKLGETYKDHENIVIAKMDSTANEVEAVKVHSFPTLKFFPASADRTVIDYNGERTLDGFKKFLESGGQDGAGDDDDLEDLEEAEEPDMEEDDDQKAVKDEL
# CaV13 ICDI inh = Disruptors of the CACNA1D IQ motif to Ca2+-dependent inactivation inhibitor domain association, primary screening, Förster resonance energy transfer in intact living …; hit rate 0.098% among 340,000; HEK cells, CFP/YFP FRET ICDI-IQ, plate reader, 10 min; percent FRET-ratio fall versus neutral wells; AID 743397; inhibition, % at 12.3 µM;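 active = mean replicate inhibition of at least 30% and at least 1% of replicates passing that level; inconclusive = only one of the two criteria is met; inactive = neither criterion is met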;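 also: 0% = median of the neutral control wells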
# Vif inh = inhibitors of HIV Vif. HEK293T cells, Vif self-association by quenched fluorescence, imaging, 24 h. inhibition, % at 7.49 µM. hit rate 0.35% among 340,000; in the data active = inhibition above about 50%, passing the limit was not always enough; inconclusive = no clear call, values can overlap the other calls; inactive = below about 31%; also: some results filed as inactive read as strong as hits
# iPSC survival up = increases survival of single human iPS cells. hiPSC single-cell survival, ATPlite luminescence; 100% = ROCK inhibitor wells, 0% = DMSO. survival enhancement, % at 20 µM. hit rate 0.044% among 360,000. AID 602274; in the data active = survival enhancement above about 18%;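 also: cells exposed to compounds for 16 hours before the ATP read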
# aDG glyco act = increases alpha dystroglycan glycosylation | activation, % at 10 µM | AID 624168 | hit rate 0.22% among 360,000 | Pro5-aDG cells, alpha-DG glycosylation AlphaScreen (IIH6); 0% Pro5, 100% B10-LARGE cell signal;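 active = activation of at least 8% versus controls, or a plate z-score of at least 8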;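 also: Pro5 are CHO cells carrying HIG-tagged alpha-DG that lacks glycosylation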
# HTR2A ag = agonists of mouse serotonin 5-HT2A receptor (HTR2A); activation, % at 7.6 µM; CHO-K1 mHTR2A beta-arrestin complementation, luminescence; percent of 30 µM serotonin response; AID 624169; P35363; hit rate 0.66% among 360,000;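 active = activation above a run cutoff, the mean activation of all tested compounds plus 3 SD, cut at about 14% in these data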;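 also: 0% = plate median of compound wells and 100% = 30 µM serotonin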
# Target sequence (P35363 whole entry, looked up): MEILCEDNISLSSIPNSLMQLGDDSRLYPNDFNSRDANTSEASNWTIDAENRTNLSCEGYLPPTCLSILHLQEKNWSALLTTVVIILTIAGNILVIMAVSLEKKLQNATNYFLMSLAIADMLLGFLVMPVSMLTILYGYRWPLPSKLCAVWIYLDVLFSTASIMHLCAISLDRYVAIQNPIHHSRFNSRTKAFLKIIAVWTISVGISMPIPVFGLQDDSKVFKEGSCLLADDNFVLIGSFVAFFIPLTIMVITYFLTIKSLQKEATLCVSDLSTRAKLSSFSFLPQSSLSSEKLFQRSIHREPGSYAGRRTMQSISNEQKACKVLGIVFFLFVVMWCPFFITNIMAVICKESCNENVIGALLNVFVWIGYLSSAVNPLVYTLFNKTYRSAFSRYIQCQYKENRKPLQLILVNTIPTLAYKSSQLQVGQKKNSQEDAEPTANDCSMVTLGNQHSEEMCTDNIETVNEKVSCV
# * marks the source's active call; other numbers are inactive results; ? = inconclusive; / = not tested or not shown.
SMILES,ABCB6 inh MLPCN,N-glyco inh,H9c2 protect,Granule exo inh,PDI inh,CaV13 ICDI inh,Vif inh,iPSC survival up,aDG glyco act,HTR2A ag
CC1CN(CC(=O)NCc2ccc(Cl)cc2)CC(C)O1 (centres undefined),97,2,-1,-5,4,-11,8,-0.1,0.0,-4
Cc1ccc(-c2nnnn2CS(=O)(=O)c2ccccc2)cc1,95,-1,2,-2,-4,-5,?,2.8,-0.1,-2
CCN(CC)c1ccc(C(=S)N2CCN(c3ccccc3)CC2)cc1,95,-1,-18,-1,15,-4,7,-0.7,-0.3,-2
CC(NS(=O)(=O)c1ccc(Cl)cc1)C(=O)N1CCOCC1 (centres undefined),96,1,5,-4,-2,-2,-5,2.2,0.0,2
CCCCC(=O)Nc1ccc(C(=O)NNC(=O)c2ccc(C)c(Br)c2)cc1,94,-3,-4,-2,2,-3,1,1.2,0.3,-2
Cc1ccc(C2(C)NC(=O)N(CC(=O)N(Cc3ccccc3)C(C)(C)C)C2=O)cc1 (centres undefined),94,-2,7,-3,-2,-7,18,-0.1,0.1,-2
O=[N+]([O-])c1ccc(C2CCCC/C2=N/OCc2ccc(F)cc2)c([N+](=O)[O-])c1 (centres undefined),97,-11,-8,-5,-1,-7,10,0.9,-0.3,2
CCc1nc(N)nc(N)c1-c1ccc(N(C)Cc2ccccc2)c([N+](=O)[O-])c1,81,-8,-8,5,1,-6,30,-1.4,0.3,-1
CCN(C(=O)COC(=O)CCc1ccc(OC)cc1)c1c(N)n(Cc2ccccc2)c(=O)[nH]c1=O,103,0,2,-2,6,-6,1,-0.1,-0.2,4
COc1cc(-c2cc(OC)c3c(C)oc(C)c3c(=O)c2)ccc1O,106,3,-6,1,4,-9,4,2.2,-0.2,0
O=C(Cc1ccccc1)NCC(=O)OCC(=O)c1cccs1,101,-1,-3,-1,1,/,-1,2.6,-0.1,-4
Cc1ccc(C2=CSC3=NNC4(CCCCC4)NN23)cc1,218,-3,-15,2,0,-14,17,-0.5,-0.3,-5
Cc1ccc(CCNC(=O)c2nc(CS(=O)(=O)c3ccc(Cl)cc3)no2)cc1,103,-4,0,-1,-4,-7,-3,-0.3,-0.2,-1
Nc1nnc(SCC(=O)Nc2cccc(S(N)(=O)=O)c2)s1,99,0,9,-2,3,-2,3,0.7,-0.2,-1
CCOC(=O)C1(CC2CC2)CCN(Cc2ccc(C(=O)OC)cc2)CC1,89,2,4,4,-2,-7,4,-0.4,0.0,-7
Fc1ccc(-c2n[nH]c(=S)n2Cc2ccccc2)cc1,96,0,-4,-10,1,/,0,-0.7,-0.2,5
CCN(CC)C(=O)[C@H]1C[C@H](CC(=O)NCC23CC4CC(CC(C4)C2)C3)C(=O)N2CCc3c([nH]c4cc(CCC(=O)N(C)C)ccc34)[C@]12C,98,-3,-20,-2,-1,-4,/,0.7,-0.1,-2
COc1ccc(/C=N/Nc2ncnc(Cl)c2N)cc1OC,103,-1,-7,-1,-2,-6,-3,5.1,-0.1,-2
CCCOC(=O)C(C)n1c(-c2ccccc2)nc2ccccc2c1=O (centres undefined),100,1,-5,1,15,-4,/,0.7,-0.2,5
C#CCOCCOCCOCCNc1nc(N2CCN(C(=O)[C@H](CC(N)=O)n3cc(C(N)[C@H](C)CC)nn3)CC2)nc(N2CCN(C(=O)[C@H](CC(N)=O)n3cc(C(N)[C@@H](C)CC)nn3)CC2)n1 (some centres undefined),92,1,4,1,1,-10,-2,-0.8,-0.2,-3
CCOCCCNC(=O)C(c1ccc(OC)cc1)N(Cc1ccc2c(c1)OCO2)C(=O)c1ccccn1 (centres undefined),93,0,5,2,4,-19,6,-0.2,-0.1,1
CCCCNC(=O)NNC(=O)c1ccoc1C,100,1,-7,-1,-9,/,10,0.7,-0.3,1
Cc1cccc(N=Cc2c(O)cc(C)oc2=O)c1,95,-1,4,-6,9,-6,-1,-2.5,-0.1,6
Cc1ccc(OC(C)C(=O)O)cc1C (centres undefined),99,1,-2,1,-2,-4,-2,-2.2,-0.1,10
CCOC(=O)Cn1cnc2c(C#N)c3n(c2c1=O)CCCCC3,101,2,9,1,-15,-5,18,-1.9,-0.4,-4
CSC1=N/C(=C\c2ccc(Br)o2)C(=O)S1,101,1,0,0,-10,/,-2,1.7,-0.1,1
O=C(NC1CCCN(Cc2ccc(Cl)cc2)C1)c1cnc2ccccn2c1=O (centres undefined),97,1,5,-3,2,-4,-8,-0.6,0.0,-8
CCN(CC)C(=O)CN1C(=O)C2(OCC(C)(C)CO2)c2ccccc21,99,-2,10,1,4,-6,4,2.6,0.1,-2
Cc1ccccc1Cn1c(=O)n(CCCC(=O)NCc2ccco2)c(=O)c2ccccc21,100,-1,5,-2,13,1,2,-0.1,1.1,4
Cc1nc(Sc2ccc(Br)cc2)c(C#N)c(C)c1[N+](=O)[O-],104,7,-10,-9,8,-5,-6,0.6,-0.2,5
COc1ccc(C2CC(=O)C(C=NCCCN3CCOCC3)=C(O)C2)cc1 (centres undefined),90,2,13,4,16,-6,18,-0.1,-0.2,1
CCOC(=O)c1cnc2c(C)c(-c3ccccc3)[nH]n2c1=O,103,2,-7,0,2,/,-5,-1.9,0.1,-1
CN1C(=O)c2ccccc2C(C(=O)NCCCN2CCCC2)C1c1c[nH]c2ccccc12 (centres undefined),85,-1,16,1,5,/,4,-0.1,0.2,0
N#Cc1c(Cl)nsc1NC(=O)c1ccccc1,94,-3,-29,21,4,-3,-2,-0.8,0.0,0
Cc1ccc(-c2nn3c(C)nnc3s2)cc1N,103,2,2,-4,3,-8,-3,-2.0,0.0,0
CCC(=O)OCCNc1cc(Sc2nc3ccccc3[nH]2)c2nonc2c1[N+](=O)[O-],100,-3,-22,41,3,-5,-1,-2.5,-0.5,-2
O=C(Cc1ccc(Cl)cc1)Nc1ccc(NC(=O)c2ccccc2)cc1,102,-2,-8,2,-15,-3,8,0.7,-0.3,0
Cc1ccc(NC(=O)C2=CN3CCS(=O)(=O)N=C3C=C2)cc1,104,0,4,5,1,-6,?,0.3,-0.1,1
CCCc1cc(=O)[nH]c(SCC(=O)Nc2cc(S(=O)(=O)N(CC)c3ccccc3)ccc2Cl)n1,94,1,-1,-3,4,-6,-7,0.1,0.1,-1
Cc1cc(C)cc(NC(=O)C2CCN(S(=O)(=O)c3ccc4[nH]c(=O)ccc4c3)CC2)c1,101,-2,11,-8,/,-6,3,2.2,-0.2,10
CCc1ccc2c(c1)C(c1ccc([N+](=O)[O-])cc1)=NNC(c1ccc(Br)cc1)=N2,96,-4,7,-8,8,-1,-6,-0.4,0.4,-4
NNC(=O)CCn1nnc2ccccc21,100,-1,7,-11,0,-4,1,0.6,0.0,2
O=C(N/N=C/c1cccnc1)c1ccccc1,97,3,-5,-35,-15,-5,-10,0.0,0.1,4
O=C(CCS(=O)(=O)c1ccccc1)Nc1nc2c(s1)COc1ccccc1-2,89,-7,6,-4,/,-3,-5,1.1,-0.2,22*
CC(C)(C)c1ccc(C(=O)NCC(=O)O)cc1,99,-1,-4,0,8,-5,3,0.6,0.2,4
O=C(N[C@H]1C/C=C\C[C@H](CC(=O)N(CCO)Cc2ccccc2)C(=O)N[C@@H](c2ccccc2)COC1=O)OCC1c2ccccc2-c2ccccc21,96,-1,-15,3,-6,/,-3,-1.7,0.1,2
O=C(NC1CCCc2ccccc21)c1ccc(CNc2c(N3CCOCC3)c(=O)c2=O)cc1 (centres undefined),102,0,-3,-1,9,-7,12,-0.3,-0.1,-4
Cc1cc(N2CCCC2=O)ccc1S(=O)(=O)NC1CCCCC1,81,-2,-13,6,-1,-3,10,-0.4,0.3,1
Cc1ccc(CN(CC(=O)NCc2ccccn2)S(=O)(=O)c2ccccc2)cc1,102,-2,-2,6,-2,-6,6,0.2,0.0,-2
CCSc1ccc(-c2ccco2)nn1,96,2,-1,4,2,6,-5,-0.7,-0.1,0

# Following part
SMILES,ABCB6 inh MLPCN,N-glyco inh,H9c2 protect,Granule exo inh,PDI inh,CaV13 ICDI inh,Vif inh,iPSC survival up,aDG glyco act,HTR2A ag
Cc1ccc(CSc2nc3c(c(=O)[nH]2)C(c2ccncc2)C2=C(CCCC2=O)N3)cc1 (centres undefined),99,1,8,-8,23,-3,6,-0.1,-0.1,-6
Cc1ccc(-c2nc(C#N)c(NCCN3CCCCC3)o2)cc1,97,-2,-2,1,-3,-4,11,-1.9,0.5,-3
CN1/C(=C\C(=O)C[n+]2cccc(C(N)=O)c2)C(C)(C)c2ccccc21,124,0,-9,-2,1,-5,19,0.2,0.0,-1
COc1ccc(N(CCCN2C(=O)c3cccc4cccc(c34)C2=O)C(=O)c2ccncc2)cc1,101,2,14,2,1,-3,1,-2.5,0.1,5

# Ordered by length of the SMILES (high to low): part of the list above
SMILES,ABCB6 inh MLPCN,N-glyco inh,H9c2 protect,Granule exo inh,PDI inh,CaV13 ICDI inh,Vif inh,iPSC survival up,aDG glyco act,HTR2A ag
Cc1cc(C)cc(NC(=O)C2CCN(S(=O)(=O)c3ccc4[nH]c(=O)ccc4c3)CC2)c1,101,-2,11,-8,/,-6,3,2.2,-0.2,10
CCOCCCNC(=O)C(c1ccc(OC)cc1)N(Cc1ccc2c(c1)OCO2)C(=O)c1ccccn1 (centres undefined),93,0,5,2,4,-19,6,-0.2,-0.1,1
CCc1nc(N)nc(N)c1-c1ccc(N(C)Cc2ccccc2)c([N+](=O)[O-])c1,81,-8,-8,5,1,-6,30,-1.4,0.3,-1
COc1cc(-c2cc(OC)c3c(C)oc(C)c3c(=O)c2)ccc1O,106,3,-6,1,4,-9,4,2.2,-0.2,0
CCOC(=O)c1cnc2c(C)c(-c3ccccc3)[nH]n2c1=O,103,2,-7,0,2,/,-5,-1.9,0.1,-1
CCOC(=O)Cn1cnc2c(C#N)c3n(c2c1=O)CCCCC3,101,2,9,1,-15,-5,18,-1.9,-0.4,-4
CC1CN(CC(=O)NCc2ccc(Cl)cc2)CC(C)O1 (centres undefined),97,2,-1,-5,4,-11,8,-0.1,0.0,-4
Cc1cccc(N=Cc2c(O)cc(C)oc2=O)c1,95,-1,4,-6,9,-6,-1,-2.5,-0.1,6
NNC(=O)CCn1nnc2ccccc21,100,-1,7,-11,0,-4,1,0.6,0.0,2
CCSc1ccc(-c2ccco2)nn1,96,2,-1,4,2,6,-5,-0.7,-0.1,0

# Random draw from the library. About 3.1% of those tested had a hit in this group.
